Compound activity (PubChem)
CYP2C19 inhib: blocks human cytochrome P450 2C19. inhibition, % at 5 µM. CYP2C19 Supersomes, luciferin-H EGE luminescence, 30 min. 96,000 tested, 21% active. P33261;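 active = CYP2C19 inhibition above a set limit at 5 µM in the primary screen, cut at about 50% in these data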;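 note: plate controls were negative control wells for no effect and 2.5 mM tranylcypromine positive control for full effect; values of inactives mirror those of a sister screen read the other way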
CYP2C19 activ: activators of human cytochrome P450 2C19; recombinant CYP2C19, luciferin-H EGE luminescence; stronger effect = higher value; 0 = fully inhibited enzyme, 1 = untreated enzyme; activation factor at 5 µM; 96,000 tested, under 10 active; AID 1025;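 active = activation factor of at least 2 at 5 µM in the primary screen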;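 note: 0 = wells with 2.5 mM tranylcypromine and 1 = vehicle-only wells; values of inactives mirror those of a sister screen read the other way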
PostGolgi ctrl: growth of the yeast control strain, post-Golgi counter-screen | efflux-deficient yeast background strain, growth absorbance A615, 16 h | AID 738 | inhibition, % at 10 µM | 98,000 tested, 5% active
hDAT+cocaine: human DAT dopamine uptake with cocaine, either direction | AID 449768 | LLC-PK1 hDAT cells, [14C]-dopamine uptake with cocaine IC80; actives deviate in either direction | Q01959 | 110,000 tested, 1.3% active | B-score at 10 µM;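 active = Z score or B-score, a plate-position-corrected score, falls beyond the plate's 99.7% confidence bounds, in either direction; inactive = both scores lie inside the 99.7% bounds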;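 note: scored against the spread of the other compound wells on the same plate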
S1P2 agonist: activates the human S1P2 receptor. 97,000 tested, 0.46% active. S1P2-expressing cell line, agonist reporter read-out. activation, % at 4.5 µM; in the data active = activation above about 16%;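 note: 0% = vehicle low control and 100% = maximal reference agonist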
Target sequence (O95136 whole entry, looked up): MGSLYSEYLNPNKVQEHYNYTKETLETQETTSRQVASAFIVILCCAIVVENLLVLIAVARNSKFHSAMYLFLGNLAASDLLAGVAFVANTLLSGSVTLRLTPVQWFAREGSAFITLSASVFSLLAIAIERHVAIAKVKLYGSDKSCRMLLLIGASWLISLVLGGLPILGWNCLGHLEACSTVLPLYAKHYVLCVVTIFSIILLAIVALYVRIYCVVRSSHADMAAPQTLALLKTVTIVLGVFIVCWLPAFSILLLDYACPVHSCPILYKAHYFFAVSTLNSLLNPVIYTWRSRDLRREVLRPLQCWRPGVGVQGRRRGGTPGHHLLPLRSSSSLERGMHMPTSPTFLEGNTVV
sEH act: soluble epoxide hydrolase (human) activation. AID 717. 91,000 tested, 0.04% active. activation, % at 2 µM. P34913. purified human sEH enzymatic activity, activator screen; in the data active = activation above about 37%; note: values of inactives mirror those of a sister screen read the other way
Target sequence (P34913 whole entry, looked up): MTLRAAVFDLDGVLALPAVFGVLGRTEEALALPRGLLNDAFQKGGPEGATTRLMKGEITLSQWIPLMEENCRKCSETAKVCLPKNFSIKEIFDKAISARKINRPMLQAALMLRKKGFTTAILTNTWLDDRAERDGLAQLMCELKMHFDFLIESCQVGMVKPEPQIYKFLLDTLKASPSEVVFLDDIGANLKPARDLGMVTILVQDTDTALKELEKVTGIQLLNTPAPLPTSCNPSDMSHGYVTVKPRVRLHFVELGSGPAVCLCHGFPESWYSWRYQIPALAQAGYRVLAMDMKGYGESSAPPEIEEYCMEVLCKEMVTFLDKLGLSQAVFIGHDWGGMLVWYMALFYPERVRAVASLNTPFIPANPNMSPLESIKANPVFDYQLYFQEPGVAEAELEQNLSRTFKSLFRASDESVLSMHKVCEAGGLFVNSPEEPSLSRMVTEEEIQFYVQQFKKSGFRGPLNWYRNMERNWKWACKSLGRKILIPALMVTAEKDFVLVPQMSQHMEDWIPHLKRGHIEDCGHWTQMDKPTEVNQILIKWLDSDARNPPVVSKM
sEH inhibitor: blocks human soluble epoxide hydrolase activity; AID 707; recombinant human sEH enzymatic activity assay; 91,000 tested, 0.34% active; inhibition, % at 2 µM; in the data active = inhibition above about 80%; note: values of inactives mirror those of a sister screen read the other way; many of its hits are not listed in these tables
S1P2 blocker: blocks the human S1P2 receptor; O95136; cell-based S1P2 antagonist assay, inhibition at 5 uM; inhibition, % at 5 µM; 97,000 tested, 0.21% active; in the data active = inhibition above about 45%;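 note: CRE beta-lactamase reporter cells expressing human S1P2 stimulated with S1P; 0% = agonist at EC80 alone and 100% = agonist plus reference antagonist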
PostGolgi yeast: growth inhibition of a yeast mutant, post-Golgi transport screen. AID 739. 98,000 tested, 0.9% active. post-Golgi transport phenotypic cell assay. inhibition, % at 10 µM;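 note: yeast cells grown in 1536-well plates; yeast grown about 18 h at 30C before absorbance read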
Active calls of the source: *; . = no result given. Cut-off read from the data, not from the text of the source, unless noted: active = inhibition above about 30%; inactive = the rest. Rows were taken by chance; any-hit rate near 24%.

SMILES | CYP2C19 activ | S1P2 agonist | sEH act | PostGolgi ctrl | sEH inhibitor | CYP2C19 inhib | PostGolgi yeast | hDAT+cocaine | S1P2 blocker
Cc1cc(=O)[nH]c2c(C)c(N)ccc12 | 1 | -2 | 6 | 8 | -6 | -1 | -1 | 0.061 | 7
CCOC(=O)c1nnn(-c2ccccc2)c1C | . | -2 | 8 | . | -11 | . | . | 0.6 | -1
O=C(NC1CCCCC1)C1CCN(c2nnnn2-c2ccccc2)CC1 | 1 | -4 | -42 | -6 | 41 | 5 | 3 | -1.2 | 1
CCOC(=O)c1c(C)[nH]c(C(=O)OC/C(O)=C(\C#N)c2nc3ccccc3[nH]2)c1C | 0.4 | 16* | -3 | -14 | 6 | 58* | -5 | -0.28 | 10
N/C(=N\c1nc(CSc2ccc(Cl)cc2)cc(=O)[nH]1)Nc1cccc2ccccc12 | 0.9 | -5 | 6 | 4 | -8 | 9 | -6 | . | 11
O=C(CCn1c(=O)oc2ccccc21)Nc1ccccc1 | 0.4 | 0 | 14 | -2 | -15 | 61* | 1 | 0.3 | 6
CCN(CCNc1ccc(Cl)cc1[N+](=O)[O-])C(=O)c1cc([N+](=O)[O-])c(N(C)C)cc1OC | 0.2 | -2 | 11 | 4 | -14 | 76* | -2 | -0.38 | 5
COc1ccc(-n2c(SCC(=O)Nc3sc4c(c3C#N)CCCC4)nnc2-c2ccc(O)cc2)cc1 | 0.7 | -4 | 7 | 1 | -7 | 27 | 6 | 0.37 | -1
CCN(CC)S(=O)(=O)c1ccc(NC2c3ccccc3C(=O)N2CCN2CCOCC2)cc1 (centres undefined) | 1.1 | -5 | -19 | . | 18 | -10 | -6 | -0.098 | 5
COC(=O)c1cccc(NC(=O)CSc2nc(C)cc(=O)[nH]2)c1 | 0.8 | -3 | 1 | 11 | 4 | 21 | 5 | 0.49 | -9
COc1ccccc1N1CCN(C(=O)CSc2nnc(NC(=O)c3ccco3)s2)CC1 | 1.1 | -3 | -6 | 5 | 7 | -6 | 0 | 0.0098 | 18
CN(c1ccc(C(=O)NCCc2ccccc2)cc1)S(C)(=O)=O | 0.9 | -4 | -5 | 13 | 6 | 12 | 2 | -0.77 | -11
CC(=O)N1CCC2(CC1)CC(=O)c1cc(OCC(=O)NCc3ccco3)ccc1O2 | 0.9 | -2 | 0 | 2 | -2 | 7 | -6 | 0.18 | 7
Cc1ccccc1NC(=O)CSc1nc(N)c(C#N)cc1C#N | 0.6 | -1 | 0 | 1 | 0 | 36 | 3 | -0.51 | -3
CCCc1nc2c(=O)n(C)c(=O)[nH]c2n1CCC | 1.1 | 0 | 1 | 0 | 0 | -9 | 6 | 0.56 | 0
CC(C)c1ccccc1NC(=O)c1cnccn1 | 0.7 | 2 | -1 | 3 | 3 | 30 | 0 | -0.69 | -28
Cc1ccc(NC(=O)Nc2ncccc2C)cc1 | 0.8 | -5 | -4 | 3 | 4 | 21 | -8 | 0.29 | -9
Cc1ccc(NC(=O)c2cc(-c3ccco3)on2)cc1C | 1.2 | -8 | . | 4 | . | -18 | 2 | -0.95 | 5
CCOc1ccc2[nH]c(=O)c(C(c3nnnn3C3CCCCC3)N3CCN(C)CC3)cc2c1 (centres undefined) | 1.1 | . | . | -7 | . | -6 | 2 | . | .
O=C1c2ccccc2CCC1C(O)c1ccccn1 (centres undefined) | 0.6 | 2 | -6 | -1 | 7 | 37 | -4 | -0.63 | 5
CSc1ccc(S(=O)(=O)Nc2ccc(F)cc2)cc1 | 0 | -1 | -6 | 5 | 10 | 100* | -4 | -0.45 | -12
COc1ccccc1-n1cnc2cc(NCc3ccccn3)ccc21 | 0.7 | -7 | 4 | 1 | -1 | 35 | 6 | 0.38 | 3
Cc1cc2c(cc1C)CSC(c1ccccc1OC(=O)C(C)(C)C)SC2 | 0.7 | -4 | 10 | 10 | -8 | 27 | -3 | 0.29 | -4
Cc1sc2nc(SCC(=O)NCc3ccco3)n(CCc3ccccc3)c(=O)c2c1C | 0.6 | -3 | 8 | 29 | -7 | 40 | -2 | 1.2 | -7
Cc1ccc(Cl)cc1Nc1nc(-c2sc(NC(=O)C(C)(C)C)nc2C)cs1 | 0.9 | -6 | 1 | 7 | 0 | 6 | -7 | 0.96 | 0
Cc1ccc(NCc2nnc(SCC(=O)Nc3ncc(C)s3)n2CC2CCCO2)c(C)c1 (centres undefined) | 0.7 | -6 | 1 | 11 | 0 | 27 | 13 | 0.32 | 12
C#CC1CN(Cc2ccccc2)CC(C#C)N1C (centres undefined) | 0.6 | -6 | . | -2 | . | 39 | -2 | -0.97 | 6
COc1ccccc1N1CCN(Cc2nnnn2CCc2ccccc2)CC1 | 0.2 | -5 | 2 | 8 | -4 | 75* | -8 | 1.4 | -1
COc1ccc(OCC(=O)Nc2ccc(NC(=O)c3ccco3)cc2)cc1 | 0.6 | -6 | 11 | 3 | -11 | 38 | 0 | -0.71 | 2
COc1ccc(CNC(=O)c2ccccc2SC)cc1 | 0.1 | -4 | -1 | 1 | 3 | 90* | -2 | 0.93 | 10

Arranged by molar mass (falling): some entries from above
SMILES | CYP2C19 activ | S1P2 agonist | sEH act | PostGolgi ctrl | sEH inhibitor | CYP2C19 inhib | PostGolgi yeast | hDAT+cocaine | S1P2 blocker
COc1ccccc1N1CCN(C(=O)CSc2nnc(NC(=O)c3ccco3)s2)CC1 | 1.1 | -3 | -6 | 5 | 7 | -6 | 0 | 0.0098 | 18
N/C(=N\c1nc(CSc2ccc(Cl)cc2)cc(=O)[nH]1)Nc1cccc2ccccc12 | 0.9 | -5 | 6 | 4 | -8 | 9 | -6 | . | 11
Cc1ccc(Cl)cc1Nc1nc(-c2sc(NC(=O)C(C)(C)C)nc2C)cs1 | 0.9 | -6 | 1 | 7 | 0 | 6 | -7 | 0.96 | 0
COc1ccc(OCC(=O)Nc2ccc(NC(=O)c3ccco3)cc2)cc1 | 0.6 | -6 | 11 | 3 | -11 | 38 | 0 | -0.71 | 2
CN(c1ccc(C(=O)NCCc2ccccc2)cc1)S(C)(=O)=O | 0.9 | -4 | -5 | 13 | 6 | 12 | 2 | -0.77 | -11
CSc1ccc(S(=O)(=O)Nc2ccc(F)cc2)cc1 | 0 | -1 | -6 | 5 | 10 | 100* | -4 | -0.45 | -12
O=C(CCn1c(=O)oc2ccccc21)Nc1ccccc1 | 0.4 | 0 | 14 | -2 | -15 | 61* | 1 | 0.3 | 6
CCCc1nc2c(=O)n(C)c(=O)[nH]c2n1CCC | 1.1 | 0 | 1 | 0 | 0 | -9 | 6 | 0.56 | 0
CC(C)c1ccccc1NC(=O)c1cnccn1 | 0.7 | 2 | -1 | 3 | 3 | 30 | 0 | -0.69 | -28

Other compounds follow.
SMILES | CYP2C19 activ | S1P2 agonist | sEH act | PostGolgi ctrl | sEH inhibitor | CYP2C19 inhib | PostGolgi yeast | hDAT+cocaine | S1P2 blocker
CCn1c(SCC(=O)NCc2ccco2)nc2c1c(=O)n(C)c(=O)n2C | 1 | -2 | 2 | 12 | -4 | 4 | -7 | 0.46 | -7
Cc1ccc2c(C)nc(Nc3nc(CSc4nnc(C)s4)cc(=O)[nH]3)nc2c1 | 1 | 2 | 9 | 18 | -8 | 0 | 0 | -0.034 | -25
CCCCNC(=O)CSc1nc2ccc(NC(=O)CSc3nnc(COc4ccccc4C)n3C)cc2s1 | 0.8 | -1 | -88 | -1 | 88* | 19 | -1 | . | 4
COc1ccccc1CNC(=O)C1CCN(C(=O)N(C)C)CC1 | 1.1 | -6 | 0 | 0 | 3 | -10 | -5 | -0.72 | -16
O=C1OCC2=C1C(c1ccc(F)cc1)Sc1ccccc1N2 (centres undefined) | 0.2 | -2 | -2 | -7 | 3 | 77* | 94* | -0.23 | 0
Cc1cccc(C)c1NC(=O)CSCc1cccc(CSCC(=O)Nc2c(C)cccc2C)n1 | 0.9 | 2 | 12 | 1 | -10 | 7 | -5 | -0.13 | -4
Cc1cccc(NC(=O)CCN2CC(C)OC(C)C2)c1 (centres undefined) | 0.3 | -6 | -14 | 1 | 15 | 73* | -4 | 0.64 | 9
CCCCNc1c([N+](=O)[O-])cc(C)cc1[N+](=O)[O-] | 0.9 | -2 | -5 | 17 | 7 | 14 | 11 | 0.3 | 4
O=C(c1ccc(Br)o1)N1CCN=C1SCc1cccc(F)c1 | 0.1 | 3 | 10 | 17 | -12 | 91* | 2 | -0.04 | 0
COc1ccccc1C(CCN(Cc1cccs1)C(C)=O)c1ccco1 (centres undefined) | 0.1 | -9 | 0 | 38* | 2 | 92* | 0 | 0.76 | 9
O=C1Nc2ccccc2C12OCCCCO2 | 1 | -1 | -4 | 10 | 4 | 2 | 2 | 0.46 | -8
CC(C)CC(=O)NCC(C)NC(=O)CC(C)C (centres undefined) | 1.2 | -1 | -1 | -5 | -2 | -18 | 2 | -0.87 | 12
Fc1cccc(Cl)c1CNCc1ccccc1Cl | 0.1 | -6 | 9 | 9 | -6 | 86* | -4 | -0.71 | -1
CCOC(=O)C1CCCc2c1[nH]c1c(C(=O)O)cccc21 (centres undefined) | 0.9 | -3 | -3 | 0 | 2 | 10 | 24 | -1.9 | 3
CC12CCC(C(=O)Nc3cccc4ccccc34)(C1Br)C2(C)C (centres undefined) | 0.7 | -2 | -38 | 40* | 38 | 29 | -3 | . | 21
O=C(NCc1ccco1)c1cc2c(s1)CSC2 | 0.7 | -4 | -52 | 2 | 52 | 32 | 3 | -0.054 | 3
Cc1nn(C)c(C)c1C1Nc2ccccc2C(=O)N1O (centres undefined) | . | -3 | -13 | . | 10 | . | . | -0.78 | -12
CCOC(=O)c1sc(NC(=O)c2cccnc2)nc1C | 1 | . | 8 | 25 | -3 | -4 | 1 | 0.017 | .
CCO/C(C)=N/n1c2nc3ccccc3nc2c2c(=O)n(CC(C)C)c(C)nc21 | 1 | -2 | . | 6 | . | 4 | -3 | 1.5 | 5
CCCC/C(O)=C/c1nc2ccccc2[nH]c1=O | 0.8 | -5 | -5 | 14 | 4 | 20 | -2 | -0.053 | 3
CCS(=O)CCSc1nc2ccccc2s1 (centres undefined) | 0.8 | -7 | 10 | 15 | -11 | 15 | 3 | -0.75 | 1
Cc1[nH]c2ccccc2c1Cc1nnc(SCC(N)=O)o1 | 1 | . | . | -6 | . | -2 | -6 | -1.2 | .
Cc1cc(C(=O)COC(=O)c2ccccc2O)c(C)n1Cc1cccs1 | 0.4 | 0 | -9 | 3 | 9 | 57* | -4 | 1.2 | -11
O=C(COC(=O)Cc1ccc(S(=O)(=O)N2CCOCC2)s1)NCc1ccccc1 | 0.9 | -4 | -5 | 0 | 6 | 5 | -6 | -0.0039 | -20
CC(C)CCNC(=O)NC(=O)CSc1nnc(-c2ccccc2F)n1N | 0.6 | -4 | 3 | -8 | -4 | 44 | 0 | 0.2 | 16
O=C(CSc1nc2ccccc2[nH]1)Nc1c(F)cccc1F | 0.5 | -6 | 11 | -9 | -13 | 51* | -2 | -0.47 | 13
N#C/C(=C\c1ccc(-c2cccc(Cl)c2)o1)C(=O)Nc1cccc2cccnc12 | 1 | -3 | -5 | 3 | 6 | -2 | -5 | -1.2 | -1
Cc1ccc(C(=O)NCc2ccco2)cc1S(=O)(=O)N1CCOCC1 | 1 | -6 | -2 | 2 | 2 | -3 | -1 | 1.7 | 7
